# Screens (PubChem)
# MCL1-BIM inh – disrupts human MCL1 binding to BIM-BH3 peptide; 320,000 compounds, 0.68% hits; inhibition, % at 10.9 µM; GST-MCL1 / FITC-Bim-BH3 fluorescence polarization; Q07820; AID 2057;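 active = inhibition above the mean inhibition of all tested compounds plus 3 SD, set per campaign, cut at about 40% in these data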;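 note: 0% = DMSO wells and 100% = unlabeled Bim-BH3 peptide control; higher means more loss of mP so more displacement of Bim peptide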
# PAFAH1B2 FP inh – blocks human PAF acetylhydrolase 1b catalytic subunit 2; recombinant PAFAH1B2, FP-rhodamine activity probe, fluorescence polarization; inhibition, % at 3.39 µM; 340,000 compounds, 1.2% hits; AID 492953;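 active = inhibition above the mean of all tested compounds plus 3 SD, cut at about 24% in these data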;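 note: 0% = enzyme with DMSO and 100% = wells lacking PAFAH1B2; many of its hits are not listed in these tables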
# Target sequence (P68402 whole entry, looked up): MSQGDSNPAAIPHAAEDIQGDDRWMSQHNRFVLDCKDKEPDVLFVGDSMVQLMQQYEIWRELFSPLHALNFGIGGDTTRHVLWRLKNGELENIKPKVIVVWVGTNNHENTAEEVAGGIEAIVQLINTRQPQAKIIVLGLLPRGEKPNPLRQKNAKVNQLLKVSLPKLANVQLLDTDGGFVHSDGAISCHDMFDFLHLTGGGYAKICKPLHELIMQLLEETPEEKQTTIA
# pPAFAH inh – pPAFAH (human) enzyme inhibition; inhibition, % at 3.39 µM; Q13093; recombinant pPAFAH, FP-rhodamine probe fluorescence polarization; 330,000 compounds, 1.5% hits;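 active = inhibition above the mean inhibition across the screen plus 3 SD, cut at about 25% in these data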;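 note: inhibitors block binding of the rhodamine activity-based probe so polarization drops; 0% = enzyme with DMSO and 100% = wells lacking pPAFAH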
# BCLXL inh – Bcl-xL (human) inhibition; Q07817; GST-Bcl-xL / FITC-Bim BH3 peptide fluorescence polarization; inhibition, % at 10.9 µM; 320,000 compounds, 0.7% hits; AID 2129;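 active = inhibition above the mean of all tested compounds plus 3 SD, cutoff set per campaign, cut at about 30% in these data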;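 note: 0% = DMSO wells and 100% = unlabeled Bim-BH3 peptide competitor; inhibitors lower millipolarization by displacing the labeled peptide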
# Target sequence (Q07817 whole entry, looked up): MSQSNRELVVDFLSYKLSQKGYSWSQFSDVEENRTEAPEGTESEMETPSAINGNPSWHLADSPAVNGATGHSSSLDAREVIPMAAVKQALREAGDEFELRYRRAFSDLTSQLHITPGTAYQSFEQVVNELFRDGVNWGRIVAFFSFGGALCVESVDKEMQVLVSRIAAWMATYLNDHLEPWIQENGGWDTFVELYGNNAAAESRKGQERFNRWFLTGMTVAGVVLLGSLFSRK
# MEX-5 binding – C. elegans MEX-5 TCR-2 RNA binding activity. AID 1832. MEX-5/FITC-TCR2 RNA binding, fluorescence polarization; hits give low values. 300,000 compounds, 0.38% hits. activity score (negative = inhibition of binding), % at 10 µM. Q9XUB2;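 active = inhibition past about -25% in most replicates, and total fluorescence under double the plate's negative control median, limit read from the data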;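 note: 0% = DMSO and -100% = 5 µM competing unlabeled TCR2 RNA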
# Fam108B counter – blocks mouse Fam108B hydrolase in RBBP9 counter-screen; recombinant Fam108B, FP-Rh probe fluorescence polarization; AID 1947; inhibition, % at 9.51 µM; 300,000 compounds, 0.33% hits;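 active = inhibition above the screen mean inhibition plus 3 SD, computed separately per campaign, cut at about 18% in these data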;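 note: inhibitors lower polarization as less probe binds the enzyme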
# AHR activator – activates the human aryl hydrocarbon receptor. 320,000 compounds, 2.5% hits. activation, % at 5 µM. AID 2796. AHR-responsive luciferase reporter cells, luminescence. P35869; in the data active = activation above about 47%;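 note: 0% = vehicle wells and 100% = reference agonist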
# GLD-1 RNA inh – GLD-1-TGE RNA interaction inhibition (C. elegans). Q17339. inhibition, % at 5.96 µM. 320,000 compounds, 0.44% hits. purified GLD-1 + fluorescein TGE RNA, fluorescence polarization;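 active = percent inhibition above a per-plate cutoff, the plate mean of test compounds plus 3 SD, cut at about 30% in these data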;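 note: 0% = DMSO wells with GLD-1 and probe and 100% = wells lacking GLD-1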
# PME-1 inh – blocks human protein phosphatase methylesterase 1; Q9Y570; recombinant PME-1, FP-Rh probe fluorescence polarization; inhibition, % at 5.9 µM; 320,000 compounds, 0.53% hits;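 active = inhibition above the campaign mean of all compounds plus 3 SD, cut at about 26% in these data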;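 note: competitive labeling of PME-1 active site by serine hydrolase directed probe; 0% = PME-1 with DMSO and 100% = wells lacking PME-1 enzyme; inhibitors block probe labeling so polarization falls and inhibition rises; many of its hits are not listed in these tables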
# Target sequence (Q9Y570 whole entry, looked up): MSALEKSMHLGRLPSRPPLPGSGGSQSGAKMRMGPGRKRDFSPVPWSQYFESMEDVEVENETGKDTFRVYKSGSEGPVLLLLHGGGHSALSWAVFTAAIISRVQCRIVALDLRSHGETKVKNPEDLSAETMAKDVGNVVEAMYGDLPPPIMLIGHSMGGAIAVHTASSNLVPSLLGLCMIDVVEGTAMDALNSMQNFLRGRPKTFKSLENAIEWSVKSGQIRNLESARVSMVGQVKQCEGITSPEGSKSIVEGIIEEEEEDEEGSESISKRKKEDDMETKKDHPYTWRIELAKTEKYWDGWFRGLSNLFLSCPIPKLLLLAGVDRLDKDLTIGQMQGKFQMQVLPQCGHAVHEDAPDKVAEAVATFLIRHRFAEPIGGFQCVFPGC
# An asterisk follows results filed as active; . = not tested or not shown. Some of the compounds tested (hit frequency here may not be typical).
SMILES,Fam108B counter,AHR activator,pPAFAH inh,GLD-1 RNA inh,BCLXL inh,PAFAH1B2 FP inh,MEX-5 binding,PME-1 inh,MCL1-BIM inh
COc1cccc(/C=C/C(=O)c2ccc(NS(=O)(=O)c3ccc(C)cc3)cc2)c1,-39,21,1,-4,-3,10,2.7,-36,-9
COc1ccc(/C=N/NC(=O)c2nnn(-c3nonc3N)c2CN(C)c2ccccc2)cc1,-6,0,6,3,4,4,-1.8,5,7
O=C(c1ccncc1)N1CCN(S(=O)(=O)c2ccc(F)cc2)CC1,2,1,4,-3,0,-1,-1.7,1,5
O=C(CNC(=O)c1ccncc1)N/N=C/c1ccc(Br)cc1,2,-2,1,7,4,-2,-1.6,-4,5
COc1ccc([C@H]2CC(=O)C=C(c3cccc(OC)c3OC)C2)cc1OC,.,5,1,0,2,6,.,6,3
O=C(Cn1nc(C(=O)O)c2ccccc2c1=O)Nc1cccc(S(=O)(=O)N2CCCCCC2)c1,.,0,0,-6,.,4,.,.,.
Cc1ccc(C2C(C#N)=C(N)Oc3n[nH]c(C)c32)cc1 (configuration not stated),0,-1,3,-5,12,10,0.5,-1,5
C/C(=N\NC(=O)c1cccc(S(=O)(=O)N2CCOCC2)c1)c1ccc(OC(F)F)cc1,1,2,5,0,2,0,4.1,-1,8
CCn1c(SCC(=O)c2ccc3c(c2)Cc2ccccc2-3)nnc1-c1ccc(N)cc1,-15,0,3,4,-9,-3,-1.9,-5,-3
Nc1nonc1C(=Nc1ccccc1)NO,0,4,3,4,-1,2,-1.9,6,2
COc1ccc(NC(=O)N(C)C[C@H]2Oc3c(NS(=O)(=O)c4ccc(F)cc4)cccc3C(=O)N([C@H](C)CO)C[C@@H]2C)cc1,.,1,5,5,.,3,.,.,.
COc1ccccc1CNC(=O)c1cc(C(=O)CC(C)C)c[nH]1,-3,10,0,4,-1,4,0.9,-7,2

# (more compounds)
SMILES,Fam108B counter,AHR activator,pPAFAH inh,GLD-1 RNA inh,BCLXL inh,PAFAH1B2 FP inh,MEX-5 binding,PME-1 inh,MCL1-BIM inh
CC(C)CC(=O)Nc1ccnn1C1CCN(C(=O)c2ccccc2F)CC1,3,3,-5,6,0,8,2.6,-4,-9
Nc1nc2ccc([N+](=O)[O-])c(N)c2s1,3,15,8,-6,23,4,-0.2,10,26
CCOc1cc(C(=S)N2CCN(C)CC2)ccc1OCC(=O)N1CCOCC1,0,-3,2,-3,0,5,-0.4,0,2
CN1CCCN(Cc2nc(-c3cccc(C(F)(F)F)c3)no2)CC1,-3,0,6,6,-1,3,0.9,3,-5
COC(=O)c1cc(NC(=O)c2ccoc2C)cc(C(=O)OC)c1,-4,5,5,4,3,-1,0.1,-7,-2
Cc1ccc(CNC(=O)CCS(=O)(=O)c2ccc3c(c2)NC(=O)CS3)cc1,0,0,4,1,3,5,-1.7,-4,0
CC(C)(C)c1ccc(OCC(=O)N(c2ccccn2)C2CCCCC2)cc1,3,1,1,5,0,8,-2.1,2,-3
Cc1ccc(CCN2C(=O)c3ccccc3C2C(=O)NCc2cccnc2)cc1 (configuration not stated),6,6,3,-1,2,0,-3.8,-2,1
Cc1cc(S(=O)(=O)NC[C@H]2O[C@@H](n3cnc4c(N)ncnc43)[C@H](O)[C@@H]2O)c(C)s1,.,1,-3,2,.,3,.,.,.
O=C(Cc1ccc(-n2c(=S)[nH]c3ccccc3c2=O)cc1)N1CCN(c2ccccc2)CC1,0,4,-4,4,11,-1,1.3,2,13
CCOc1ccc(-n2c(SCC(=O)Nc3cc(C(=O)O)ccc3Cl)nc3ccccc3c2=O)cc1,-3,2,3,-6,1,1,-0.2,-2,-3
COc1ccccc1NC(=O)N1CCCC1C(=O)NCc1ccccc1F (configuration not stated),4,2,-1,-2,1,1,1.3,8,-1

# Following part:
SMILES,Fam108B counter,AHR activator,pPAFAH inh,GLD-1 RNA inh,BCLXL inh,PAFAH1B2 FP inh,MEX-5 binding,PME-1 inh,MCL1-BIM inh
Cc1ccsc1/C=N/NC(=O)CNC(=O)c1ccco1,1,1,3,3,3,7,-0.6,-1,2
Nc1ccc2oc(-c3cccc(Br)c3)nc2c1,-1,17,9,-8,-3,3,1.4,16,3
CCc1cc2cc(C(=O)Nc3ccc(C)cc3)sc2s1,1,-2,2,3,4,-3,-1.8,-4,8
CCOc1ccc2oc(-c3ccccc3)c(C(=O)N(C)C)c2c1,5,17,5,7,4,2,1.0,-2,0
COc1ccccc1Cn1c(C)nc2ccccc21,1,-2,3,4,0,.,0.1,-2,1
CS(=O)(=O)c1ccc2nc(NC(=O)c3ccc(=O)[nH]c3)sc2c1,2,4,5,1,2,-2,0.7,-2,0
N#Cc1c(N)nc2c(c1-c1ccccc1)CCCC2,1,0,11,3,4,0,0.7,2,1
CSc1nc(Oc2ccc(C)cc2)cc(C(F)(F)F)n1,1,0,0,6,-2,7,3.2,-1,0
CCc1cc(-c2[nH]ncc2-c2ccc(OC)cc2)c(O)cc1O,5,31,9,1,-3,0,0.6,12,1
COc1ccc(NC(=O)CSc2nnc(C)n2C2CC2)cc1S(=O)(=O)N1CCOCC1,.,3,-1,2,2,-3,.,2,10
CN(C(=O)CSc1n[nH]c(N)n1)C1CCCCC1,.,-1,0,-12,.,0,.,.,.
C(=N\Nc1ccccc1)/c1nc2ccccc2s1,5,69*,6,-1,-1,7,-0.7,8,1

# Compound profiles, as listed above. Order of values: Fam108B counter | AHR activator | pPAFAH inh | GLD-1 RNA inh | BCLXL inh | PAFAH1B2 FP inh | MEX-5 binding | PME-1 inh | MCL1-BIM inh
# CS(=O)(=O)c1ccc2nc(NC(=O)c3ccc(=O)[nH]c3)sc2c1 across the screens: 2 | 4 | 5 | 1 | 2 | -2 | 0.7 | -2 | 0
# COc1ccc(NC(=O)CSc2nnc(C)n2C2CC2)cc1S(=O)(=O)N1CCOCC1 across the screens: . | 3 | -1 | 2 | 2 | -3 | . | 2 | 10
# Nc1ccc2oc(-c3cccc(Br)c3)nc2c1 across the screens: -1 | 17 | 9 | -8 | -3 | 3 | 1.4 | 16 | 3
# CCc1cc(-c2[nH]ncc2-c2ccc(OC)cc2)c(O)cc1O across the screens: 5 | 31 | 9 | 1 | -3 | 0 | 0.6 | 12 | 1
# Cc1ccsc1/C=N/NC(=O)CNC(=O)c1ccco1 across the screens: 1 | 1 | 3 | 3 | 3 | 7 | -0.6 | -1 | 2

# The main list resumes, repeating the 2 entries before the break.
SMILES,Fam108B counter,AHR activator,pPAFAH inh,GLD-1 RNA inh,BCLXL inh,PAFAH1B2 FP inh,MEX-5 binding,PME-1 inh,MCL1-BIM inh
CN(C(=O)CSc1n[nH]c(N)n1)C1CCCCC1,.,-1,0,-12,.,0,.,.,.
C(=N\Nc1ccccc1)/c1nc2ccccc2s1,5,69*,6,-1,-1,7,-0.7,8,1
CCOc1ccc(C(=O)N2CCN(S(=O)(=O)c3cccs3)CC2)c(OCC)c1,4,0,-3,-4,4,2,-2.1,8,-5
Cc1nn(C)cc1CN(C)C(=O)c1nn2c(c1Cl)NC(c1cccs1)CC2C(F)(F)F (configuration not stated),5,21,0,-10,-2,2,-1.7,-1,-4
COc1ccc([C@H]2/C=C\CN(C(=O)C3CC3)[C@@H](C)C(=O)N2Cc2ccc(F)cc2)cc1,4,2,0,-7,0,7,1.5,-1,1
CCN(CC)C(=O)CSCC(=O)Nc1ccccc1,3,2,3,-4,8,2,0.3,3,12
CCC(C)NC(=O)c1cn(-c2cccc(OC)c2)c(=O)c2ccccc12 (configuration not stated),2,-2,9,-4,-1,5,0.5,-5,-2
C#CCN(C)Cc1ccccc1,1,-2,4,7,8,7,-2.1,1,5
O=C(CN1CCN(Cc2ccccc2Cl)CC1)N/N=C/C=C/c1ccccc1[N+](=O)[O-],3,16,2,4,2,2,0.0,0,16
C=CCNc1nc(N)c([N+](=O)[O-])c(NCCO)n1,2,0,11,3,2,7,0.4,2,4
O=C(O)Cc1ccc2[nH]c3ccc(CC(=O)O)cc3c2c1,4,0,7,-5,3,1,-1.4,7,-2
O=C(O)C(Cc1ccccc1)N1C(=O)CCC1=O (configuration not stated),-5,1,0,0,3,2,0.7,3,0
Cc1ccc(S(=O)(=O)Nc2ccc(C(=O)NCCCn3ccnc3)cc2)cc1[N+](=O)[O-],.,4,2,-9,2,3,.,-2,21
COC(=O)c1ccccc1Sc1c(/C=N/OC(=O)c2ccccc2)c(C(F)(F)F)nn1C,-2,0,-1,-6,1,4,0.9,-2,0

# (continued)
SMILES,Fam108B counter,AHR activator,pPAFAH inh,GLD-1 RNA inh,BCLXL inh,PAFAH1B2 FP inh,MEX-5 binding,PME-1 inh,MCL1-BIM inh
C/C(=N/NC(=O)c1cnccn1)c1cccs1,-2,10,-3,4,6,-1,-0.8,-2,21
CCOc1cccc(C2/C(=C(\O)c3ccc4c(c3)OCCO4)C(=O)C(=O)N2Cc2ccncc2)c1 (configuration not stated),2,2,3,0,5,3,1.7,0,4
CCc1ccc(C(C(=O)NC2CCCC2)N(Cc2cccnc2)C(=O)c2csnn2)cc1 (configuration not stated),-2,-2,0,-3,5,3,-0.7,-4,6
COc1ccc(NC(=O)CCCn2c(=O)c3sccc3n(Cc3ccccc3C)c2=O)cc1,1,0,8,3,3,-2,1.7,0,8
CCOC(=O)Cc1csc(NC(=O)COc2ccc3ccccc3c2)n1,0,8,6,-7,-1,-5,1.8,-7,7
Cc1ccccc1C(=O)N1CCCN(C(=O)c2ccccc2C)CC1,-4,0,-3,2,0,4,0.0,-4,0
CN(c1ccccc1C(=O)N1CCOCC1)S(C)(=O)=O,1,4,-1,6,9,-1,0.1,-2,-2
COc1ccc(S(=O)(=O)Nc2ccc3c(c2)C(=O)N([C@H](C)CO)C[C@H](C)[C@@H](CN(C)C(=O)Nc2c(C)noc2C)O3)cc1,.,-1,8,2,.,11,.,.,.
COc1ccc(S(=O)(=O)N2CCN(CC(O)CN3CCOCC3)CC2)cc1 (configuration not stated),.,9,-1,4,2,-1,.,-1,4
CCOc1ccc(C(C)=O)cc1N1C(=O)C2C3C=CC(C3)C2C1=O (configuration not stated),1,3,1,2,-1,0,-1.3,4,5
COc1ccc(C(CNS(=O)(=O)c2ccc(NC(C)=O)c(OC)c2)N2CCCC2)cc1 (configuration not stated),.,1,3,0,.,3,.,.,.
Cc1ccc(S(=O)(=O)NCCC(=O)O)cc1,0,-3,4,1,0,8,-1.2,1,-3

# Further compounds.
SMILES,Fam108B counter,AHR activator,pPAFAH inh,GLD-1 RNA inh,BCLXL inh,PAFAH1B2 FP inh,MEX-5 binding,PME-1 inh,MCL1-BIM inh
O=C(O)c1nnn(-c2cccc(C(F)(F)F)c2)c1-c1ccccc1,-2,2,0,0,5,5,-2.9,-1,4
COc1ccccc1OCC(=O)N/N=C1/SCC(=O)N1Cc1ccccc1,-1,8,-5,0,0,3,0.8,-9,0
O=CN1CCN(C2CC(=O)N(c3ccc(Br)cc3)C2=O)CC1 (configuration not stated),3,4,-5,12,5,-4,-0.3,-3,8
CCN(C(=O)c1cnc(OC)cc1C(F)(F)F)c1ccc(Cl)cc1Cl,2,-2,1,-11,2,6,0.8,1,2
